MrgX1 antagonist: antagonists of human MrgX1 receptor, primary screen, HEK293 cells, Fluo-4 calcium flux. BAM8-22 antagonism; hits give low values. B-score at 10 µM. 310,000 tested, 1.3% active. AID 588676, 2011;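 active = calcium-response B-score plate-corrected more than 3 library SD below zero, starting fluorescence within 5 deviations, no agonist response on first addition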;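 note: peak minus trough fluorescence over baseline after final BAM8-22 challenge near maximal dose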
Target sequence (Q96LB2 whole entry, looked up): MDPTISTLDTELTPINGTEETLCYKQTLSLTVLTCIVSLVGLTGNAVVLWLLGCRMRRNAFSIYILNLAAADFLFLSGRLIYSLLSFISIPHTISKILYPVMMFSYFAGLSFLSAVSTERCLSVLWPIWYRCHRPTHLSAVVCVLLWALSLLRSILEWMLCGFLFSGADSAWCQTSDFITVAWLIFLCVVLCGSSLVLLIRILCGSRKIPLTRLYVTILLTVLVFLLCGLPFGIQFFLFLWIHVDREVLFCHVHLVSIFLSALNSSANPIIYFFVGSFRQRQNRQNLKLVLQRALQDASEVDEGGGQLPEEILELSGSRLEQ
ANO1 block: TMEM16A chloride channel inhibitors, primary screen, cell-based, HTS; Anoctamin-1 (Mus musculus), Q8BHY3; HEK293 TMEM16A/YFP iodide influx fluorescence, ionomycin; normalized B-score (activity score, 25-100; higher = stronger inhibition) at 10 µM; 310,000 tested, 1.2% active;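 active = ratio plate-corrected score three or more library SD toward inhibition, starting fluorescence score within five deviations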;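 note: score derived from kinetic fluorescence span divided by baseline fluorescence per well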
RGS4 block: RGS4 inhibitors, primary screen, cell-based, HEK293 M3R inducible RGS4, calcium flux | 310,000 tested, 0.45% active | B-score at 10 µM | Fluo-4 calcium flux; hits give high values; triggered by carbachol at its EC20 | AID 463165, 2010;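 active = B-score, a plate-corrected calcium signal, over three deviations above library mean, with baseline fluorescence within five deviations of library mean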;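 note: RGS4 expression induced by doxycycline in cells with stable M3 receptor; B-score is computed from the integrated fluorescence ratio over baseline after carbachol; higher B-score means a larger calcium signal and so more RGS4 inhibition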
Target sequence (P49798 whole entry, looked up): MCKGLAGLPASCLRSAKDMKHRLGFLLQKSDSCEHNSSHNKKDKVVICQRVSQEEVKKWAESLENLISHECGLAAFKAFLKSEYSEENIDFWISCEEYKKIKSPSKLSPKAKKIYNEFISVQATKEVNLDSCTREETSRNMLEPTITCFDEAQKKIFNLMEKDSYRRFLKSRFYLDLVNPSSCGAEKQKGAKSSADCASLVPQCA
MrgX1 PAM: positive allosteric modulators of MrgX1, primary screen, HEK293 cells, Fluo-4 calcium flux; Mas-related G-protein coupled receptor member X1 (Homo sapiens), Q96LB2; FDSS; hits give high values; B-score at 10 µM; 310,000 tested, 0.63% active;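 active = plate-corrected calcium response at least 3 library SD above typical, normal starting fluorescence, not activating the receptor alone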;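 note: compound read alongside a low EC10 to EC30 dose of BAM8-22 agonist; peak minus trough fluorescence over baseline measured at the second addition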
ANO1 activ: TMEM16A chloride channel activators or potentiators, primary screen, cell-based, HTS; B-score at 10 µM; HEK293 TMEM16A/YFP-H148Q/I152L, iodide quench fluorescence; hits give low values; Anoctamin-1 (Mus musculus), Q8BHY3; 340,000 tested, 0.3% active;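 active = fluorescence-ratio B-score plate-corrected deviation score at least 3 library SD below zero, with starting fluorescence score within 5 deviations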;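 note: channel opened by trigger with iodide after compound preincubation; score built on the fluorescence ratio of max minus min over baseline; more negative score means more quench and so TMEM16A activation or potentiation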
TRPC6 inh: mouse TRPC6 channel inhibitors, primary screen, cell-based, HEK293, membrane potential dye; Short transient receptor potential channel 6 (Mus musculus), Q61143; 310,000 tested, 1.1% active; ACh-evoked depolarization; hits give low values; B-score at 10 µM;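 active = B-score under library mean minus 3 SD, initial fluorescence not abnormally high, positive integrated signal ratio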;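 note: B-score derived from integrated fluorescence ratio over the kinetic read; more negative B-score means stronger inhibition of depolarization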
TRPC6 activator: mouse TRPC6 channel activators, primary screen, cell-based, HEK293, membrane potential dye | HEK293-TRPC6 membrane potential dye fluorescence; hits give high values | B-score at 10 µM | 310,000 tested, 0.13% active | AID 2550, 2010;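 active = B-score of the integrated fluorescence ratio above library mean plus 3 SD, and starting fluorescence ratio within library mean plus 5 SD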;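 note: higher score means more depolarization so channel activation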
SKKanGAS inh: S. pyogenes SKKanGAS growth inhibitors in kanamycin, primary screen, streptokinase expression inhibitor project, SKKanGAS strain, BacTiter-Glo luminescence; 6 h; inhibition, % at 7.5 µM; 300,000 tested, 1.3% active;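 active = mean replicate score, as percent of positive control median, at least 50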;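 note: strain carries kanamycin resistance gene driven by streptokinase promoter and grows in 40 µg/ml kanamycin; loss of luminescence reflects streptokinase promoter inhibition or plain growth inhibition; 0% = median of DMSO wells and 100% = positive control at its reference dose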
HDAC3 inh: HDAC3 deacetylase inhibitors, primary screen, biochemical, fluorescence, cell-free homogeneous | Histone deacetylase 3 (Homo sapiens), O15379 | inhibition, % at 8.3 µM | 320,000 tested, 0.15% active | recombinant HDAC3, fluorogenic peptide/trypsin coupled; in the data active = inhibition above about 26%, passing the limit was not always enough
Target sequence (O15379 whole entry, looked up): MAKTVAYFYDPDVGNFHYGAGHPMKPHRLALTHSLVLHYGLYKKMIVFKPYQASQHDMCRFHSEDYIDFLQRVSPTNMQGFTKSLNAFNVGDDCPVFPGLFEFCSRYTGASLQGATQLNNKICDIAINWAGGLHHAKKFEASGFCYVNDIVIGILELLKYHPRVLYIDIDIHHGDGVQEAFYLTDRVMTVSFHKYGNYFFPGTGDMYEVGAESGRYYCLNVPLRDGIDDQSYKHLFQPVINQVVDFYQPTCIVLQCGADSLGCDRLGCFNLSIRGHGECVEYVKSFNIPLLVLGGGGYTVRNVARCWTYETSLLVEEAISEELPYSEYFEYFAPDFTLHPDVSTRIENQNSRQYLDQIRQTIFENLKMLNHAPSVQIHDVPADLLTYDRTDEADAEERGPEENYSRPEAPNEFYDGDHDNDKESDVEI
RGS4 pot: RGS4 potentiators or activators, primary screen, cell-based, HEK293 M3R inducible RGS4, calcium flux | carbachol calcium flux Fluo4; hits give low values | B-score at 10 µM | 310,000 tested, 0.92% active | AID 463111, 2010;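 active = B-score of the integrated calcium signal more than 4 SD below the library mean, with starting fluorescence not abnormally high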;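 note: negative B-score means reduced calcium response which marks RGS4 activation or potentiation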
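System – HEK293 FlpIn-TREx cells, stable M3R, doxycycline-inducible RGS4 · Reagent – ECmax carbachol challenge · Times – compound preincubation 20 min at room temperature before agonist · Technique – Fluo4 fluorescence kinetic imaging of calcium · Measure – B score of integrated Fluo4 ratio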
MrgX1 ag: agonists of human MrgX1 receptor, primary screen, HEK293 cells, Fluo-4 calcium flux | B-score at 10 µM | 310,000 tested, 0.44% active | Fluo-4 calcium fluorescence, agonist mode; hits give high values;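 active = calcium response B-score plate-corrected fluorescence ratio at least 3 library SD, with starting fluorescence B-score inside 5 SD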
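Material: HEK293 cells stably expressing human MrgX1 receptor | Quantity: 15,000 cells per well | Times: Cells plated overnight, dye loaded 0.5 h 37 °C, 0.5 h room temperature | Measured by: Kinetic Fluo-4 NW fluorescence of intracellular calcium | Control set: Positive and negative controls per plate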
* marks the source's active call; other numbers are inactive results; i = inactive; . = not tested or not shown. The order is random; 6.7% or so of the library scored in one or more.

A first look:
SMILES	MrgX1 antagonist	ANO1 block	RGS4 block	MrgX1 PAM	ANO1 activ	TRPC6 inh	TRPC6 activator	SKKanGAS inh	HDAC3 inh	RGS4 pot	MrgX1 ag
COc1ccc(CCc2nnc(CCC(=O)NCC3CCCO3)o2)cc1 (centres undefined)	i	i	i	i	i	i	i	-3	4	i	i
Cc1ccc(NS(=O)(=O)c2cc(C(=O)NCc3cccnc3)ccc2C)cc1	i	i	i	i	i	i	i	6	1	i	i
Cc1ccc(Nc2c3c(nc4ccccc24)CCC3)cc1	i	i	i	i	i	i	i	-3	3	i	i

This part in full, from the start:
SMILES	MrgX1 antagonist	ANO1 block	RGS4 block	MrgX1 PAM	ANO1 activ	TRPC6 inh	TRPC6 activator	SKKanGAS inh	HDAC3 inh	RGS4 pot	MrgX1 ag
COc1ccc(CCc2nnc(CCC(=O)NCC3CCCO3)o2)cc1 (centres undefined)	i	i	i	i	i	i	i	-3	4	i	i
Cc1ccc(NS(=O)(=O)c2cc(C(=O)NCc3cccnc3)ccc2C)cc1	i	i	i	i	i	i	i	6	1	i	i
Cc1ccc(Nc2c3c(nc4ccccc24)CCC3)cc1	i	i	i	i	i	i	i	-3	3	i	i
Cc1ccc(S(=O)(=O)Nc2cc3c4c(c2)CCN4C(=O)CC3)cc1	i	i	i	i	i	i	i	18	0	i	i
COc1ccc(C(=O)N/N=C(\N)c2cc3ccccc3oc2=O)cc1	i	i	i	i	i	i	i	-3	-9	i	i
COc1ccc(S(=O)(=O)NCC2CCCN(Cc3cccc(C(C)=O)c3)C2)cc1 (centres undefined)	i	i	i	i	i	i	i	6	0	i	i
CC1CCCN(C(=O)c2ccc(S(=O)(=O)Nc3ccccc3Cl)cc2)C1 (centres undefined)	i	i	i	i	i	i	i	2	-2	i	i
CCC(CO)NCc1ccc(OCC(O)c2ccccc2)c(OC)c1 (centres undefined)	i	i	i	i	i	i	i	5	-3	i	i
COc1ccccc1-n1ccnc1SCC(=O)NCC1CCCO1 (centres undefined)	i	i	i	i	i	i	i	0	-7	i	i
COc1ccc(N2CCN(C(=O)c3ccc(Br)cc3)CC2)c([N+](=O)[O-])c1	i	i	i	i	i	i	i	7	0	i	i
CC1(OC(=O)C2CCCC2)C(=O)C=C2C=C(C3CC3)OC=C2C1=O (centres undefined)	i	i	i	i	.	i	i	10	-1	i	i
CC1CCN(C(=O)Oc2ccccc2)CC1	i	i	i	i	i	i	i	-1	3	i	i
O=C(O)c1ccc(NC(=O)c2cn(-c3ccccc3)nc2-c2ccccc2)cc1	i	i	i	i	i	i	i	10	1	i	i
CNS(=O)(=O)c1ccc(NC(=O)C2c3ccccc3Oc3ccccc32)cc1	i	i	i	i	i	i	i	-3	3	i	i
CCC[C@@H](CN[C@@H](CNC)C(C)C)NCCCCc1ccccc1	i	i	i	i	i	i	i	4	-1	i	i
CS(=O)(=O)N1CCN(C(=O)c2ccncc2)CC1	i	i	i	i	i	i	i	1	-14	i	i
CNS(=O)(=O)c1ccc(NC(=O)c2csc(C)c2)cc1	i	i	i	i	i	i	i	-4	-8	i	i
Cc1ccc(C(=O)OCC(=O)NC(=O)c2cccn2C)cc1	i	i	i	i	i	i	i	4	14	i	i
CCCn1nnnc1NC(=O)COc1ccc(CC)cc1	i	i	i	i	i	i	i	-12	0	i	i
COc1ccccc1/C=C/C=N/NC(=O)c1ccncc1	i	i	i	i	i	i	i	1	5	i	i
Cc1ncoc1C(=O)NCCC(c1ccccc1)c1ccccc1	i	i	i	i	i	i	i	1	-1	i	i
Cc1cccc(-c2noc(CCC(=O)NCC3CCCO3)n2)c1 (centres undefined)	i	i	i	i	i	i	i	-4	.	i	i
CCOC(=O)c1nnc(-c2ccc(C)cc2)nc1Sc1ccc(Cl)cc1	i	i	i	i	i	i	i	-2	-6	i	i
CSC1=NC(C)(C)C=C(/C=C/c2ccc(Cl)cc2Cl)N1	i	i	i	i	i	i	i	-17	7	i	i
COc1cccc(C(=O)OCC(=O)Nc2ccccc2N2CCOCC2)c1	i	i	i	i	i	i	i	0	-5	i	i
(next part)
SMILES	MrgX1 antagonist	ANO1 block	RGS4 block	MrgX1 PAM	ANO1 activ	TRPC6 inh	TRPC6 activator	SKKanGAS inh	HDAC3 inh	RGS4 pot	MrgX1 ag
Cc1cc(N2CCN(C)CC2)nc2ccc(NC(=O)CCC(=O)N3CCN(c4ccc([N+](=O)[O-])cc4)CC3)cc12	i	i	i	i	i	i	12*	2	4	i	i
CCC(NS(=O)(=O)c1ccc(C)cc1)C(=O)N1CCC2(O)CCCCC2C1 (centres undefined)	i	i	i	i	i	i	i	2	-2	i	i
CCCCOc1ccc(C(=O)NCC(=O)N(C)CC(=O)Nc2ccc(N3CCOCC3)cc2)cc1	i	i	i	i	i	i	i	-1	-1	i	i
CCOCCCNC(=O)c1ccc(-n2c(=S)[nH]c3ccccc3c2=O)cc1	i	i	i	i	i	i	i	0	0	i	i
CCOC(=O)Cn1c(=O)c(F)cn(Cc2ccc(OC)c([N+](=O)[O-])c2)c1=O	i	i	i	i	i	i	i	-1	-2	i	i
CC1(C)CC(=O)C=C(NNC(=O)c2ccccc2)C1	i	i	i	i	i	i	i	1	-7	i	i
NC(=O)/C(=C\c1ccccc1)NC(=O)/C=C/c1ccccc1	i	i	i	i	i	i	i	-1	4	i	i
Cc1cc(C)c(C)c(S(=O)(=O)NCC(=O)Nc2sc3c(c2C(N)=O)CCCC3)c1C	i	i	i	i	i	i	i	24	-6	i	i
Cc1noc(C)c1Cc1c(Cl)cccc1Cl	i	i	i	i	i	i	i	3	-3	i	i
O=C(c1ccc(CNS(=O)(=O)c2ccc(Br)cc2)cc1)N1CCCCC1	i	i	i	i	i	i	i	0	-3	i	i
Cc1cccc(N(C(=O)c2snc(C(N)=O)c2N)C(C(=O)NCC2CCCO2)c2cccs2)c1 (centres undefined)	-4.7*	i	i	i	i	i	i	-3	0	i	i
Cc1ccc(S(=O)(=O)NCCSc2nnnn2-c2ccccc2)cc1	i	i	i	i	i	i	i	-1	-1	i	i
CCCn1c(Cc2ccccc2)n[nH]c1=S	i	i	i	i	i	i	i	-3	3	i	i
S=c1[nH]nc(CSCCOc2ccc(Cl)cc2Cl)o1	i	i	i	i	i	i	i	14	2	i	i
CC(=O)Nc1ccc(OCC(O)Cn2c(C)nc3ccccc32)cc1 (centres undefined)	i	i	i	i	i	i	i	4	9	i	i
CCSCCNC(=O)c1cc(-n2cnnc2)ccc1Cl	i	i	i	i	i	i	i	11	2	i	i
COC(=O)c1ccc(OCC(=O)c2cccc(OC)c2)cc1	i	i	i	i	i	i	i	-3	-2	i	i
Cn1c(=O)oc2cc(S(=O)(=O)N3CCCC(C(=O)NCC4COc5ccccc5O4)C3)ccc21 (centres undefined)	i	i	i	i	i	i	i	-5	-4	i	i
CCOC(=O)C1=C(C)N=c2s/c(=C/c3ccc(OCC(=O)O)cc3)c(=O)n2C1c1ccc(OC)cc1OC (centres undefined)	i	i	i	i	i	i	16*	31	5	i	i
Cc1c(O)c(=O)n(-c2ccccc2)n1C	i	i	.	i	i	.	.	.	0	.	i
CCOC(=O)c1c(NC(=O)CSc2nnc(CNC(=O)c3ccco3)n2C)sc2c1CCC2	i	i	i	i	i	i	i	4	-2	i	i
Cc1c(NS(=O)(=O)c2ccc(C(=O)NCc3ccccc3)cc2)c(=O)n(-c2ccccc2)n1C	i	i	i	i	i	i	i	-3	5	i	i
COc1cc(C2NC(=O)CCC2[N+](=O)[O-])cc(Br)c1OC (centres undefined)	i	i	i	i	i	i	i	1	3	i	i
CC(On1c(-c2ccccc2)nc2ccc(Cl)cc21)C(=O)O (centres undefined)	i	i	i	i	i	i	i	6	4	i	i
O=C(Nc1ccccc1-c1ccccc1)C1CCCC1	i	i	i	i	i	i	i	-3	-1	i	i
Further structures follow:
SMILES	MrgX1 antagonist	ANO1 block	RGS4 block	MrgX1 PAM	ANO1 activ	TRPC6 inh	TRPC6 activator	SKKanGAS inh	HDAC3 inh	RGS4 pot	MrgX1 ag
O=c1[nH]nc(Sc2ncnc3sccc23)n1CCc1ccccc1	i	i	i	i	i	i	i	4	0	i	i
COc1cc(C(=O)Oc2ccccc2N)cc(OC)c1OC	i	i	i	i	i	i	i	9	0	i	i
c1ccc(CN2OCC3Cn4c(nc5ccccc54)C32)cc1 (centres undefined)	i	i	i	i	i	i	i	1	1	i	i
COc1ccc(CNC(=O)C(=O)NCC2CCCO2)cc1 (centres undefined)	i	i	i	i	i	i	i	0	-5	i	i
O=S(=O)(NC(=S)c1ccccc1)c1ccccc1	i	i	i	i	i	i	i	-2	1	i	i
CN(C(=O)CS(=O)(=O)c1cn(CC(=O)N2CCCC2)c2ccccc12)c1ccccc1	i	i	i	i	i	i	i	5	3	i	i
Cc1ccccc1NC(=O)CSc1nnc(Cc2cccn2C)n1-c1ccc(F)cc1	i	i	i	i	i	i	i	-1	1	i	i
COc1cccc(C2=NOC(C(=O)NC3CCCCC3)C2)c1 (centres undefined)	i	i	i	i	i	i	i	5	-18	i	i
CC1CC(C)CN(CCCNC(=O)Cn2ncn3cccc3c2=O)C1 (centres undefined)	i	i	i	i	i	i	i	-1	.	i	i
O=C(COC(=O)C12CC3CC(CC(C3)C1)C2)NCCCc1ccccc1	i	i	i	i	i	i	i	3	10	i	i
O=C(Nc1ccccc1F)Nc1cc(S(=O)(=O)N2CCOCC2)ccc1N1CCCC1	i	i	i	i	i	i	i	-4	4	i	i
Cc1ccc(S(=O)(=O)Nn2c(O)c(C=C3N=c4ccccc4=N3)sc2=S)cc1	-5.3*	i	i	i	i	i	i	21	2	i	i
CCCCCC(=O)NC(=S)Nc1cccc(C(C)=O)c1	i	i	i	i	i	i	i	-7	-2	i	i
